# POLH inh: inhibitors of human DNA polymerase eta. recombinant Pol eta, fluorescent DNA replication assay. Potency, µM (doses to about 114 µM), without a hit: at the top dose activity change, negative = inhibition, hits mostly inhibitors. hit rate 1.2% among 390,000. AID 588591; note: potency is the fitted concentration of half-maximal effect; % is set by controls: 0 for no effect and ±100 for the full control effect
# Target sequence (Q9Y253 whole entry, looked up): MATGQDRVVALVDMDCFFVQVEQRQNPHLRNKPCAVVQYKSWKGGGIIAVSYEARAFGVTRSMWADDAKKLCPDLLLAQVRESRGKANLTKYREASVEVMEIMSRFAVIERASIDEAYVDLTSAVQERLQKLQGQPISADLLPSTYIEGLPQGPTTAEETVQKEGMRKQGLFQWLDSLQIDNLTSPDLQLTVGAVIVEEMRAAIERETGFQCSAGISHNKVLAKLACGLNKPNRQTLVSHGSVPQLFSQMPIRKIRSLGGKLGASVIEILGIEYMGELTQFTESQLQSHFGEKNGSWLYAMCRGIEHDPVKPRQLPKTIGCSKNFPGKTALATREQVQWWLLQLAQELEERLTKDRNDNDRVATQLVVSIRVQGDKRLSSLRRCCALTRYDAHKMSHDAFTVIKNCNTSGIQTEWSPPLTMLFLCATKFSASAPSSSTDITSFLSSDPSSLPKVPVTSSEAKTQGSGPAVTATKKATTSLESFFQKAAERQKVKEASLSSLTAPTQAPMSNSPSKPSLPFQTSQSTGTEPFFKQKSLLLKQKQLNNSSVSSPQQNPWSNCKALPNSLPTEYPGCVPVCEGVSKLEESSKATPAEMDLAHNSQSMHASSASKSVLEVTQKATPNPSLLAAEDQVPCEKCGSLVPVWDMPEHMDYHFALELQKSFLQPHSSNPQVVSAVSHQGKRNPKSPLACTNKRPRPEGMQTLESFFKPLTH
#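 Pol eta (10 nM) was preincubated with compounds for 15 min at room temperature, after which fluorescent replication substrate (50 nM final) was added to start the reaction. Fluorescence was read kinetically at 0 and 10 min.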
# Pol kappa inh: blocks human DNA polymerase kappa activity; Q9UBT6; purified Pol kappa, fluorescent DNA synthesis assay, 10 min; Potency, µM (highest dose often 107 µM), without a hit: top-dose activity, negative = inhibition, most hits filed as inhibitors; hit rate 0.53% among 400,000; note: potency is the fitted concentration of half-maximal effect; % is set by controls: 0 for no effect and ±100 for the full control effect
#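 Kinetic fluorescence screen: compound preincubated 15 min RT with 10 nM enzyme; 50 nM substrate (final) initiates; reads at 0/10 min.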
# Pol beta inh: inhibitors of human DNA polymerase beta; hit rate 1.3% among 340,000; P06746; Pol beta primer extension/strand displacement, fluorescence kinetic; Potency, µM (highest dose often 114 µM), for the others: at the highest dose activity change, negative = inhibition, usual class: inhibitors; note: potency is the fitted concentration of half-maximal effect; % is set by controls: 0 for no effect and ±100 for the full control effect
#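 Preincubation: enzyme (10 nM) with compound, 15 min, RT. Reaction: substrate added to 50 nM final. Reads: 0 and 10 min. Analysis: normalized, Hill fit.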
# ERG Ets-DNA blk: inhibitors of human ERG Ets domain-DNA interaction. P11308. Potency, µM (doses to about 76.9 µM), for inactives: at the highest dose FP activity, negative = inhibition, actives largely listed as inhibitors. hit rate 0.028% among 370,000. fluorescence polarization, His-ERG Ets domain / labelled DNA. AID 624246; active = well fitted inhibition curve with a large enough effect in the polarisation, with a control signal flat; inconclusive = small, poorly fitted or top-dose-only effect, or effect the other way, or a change in a side signal; inactive = no such curve, though single readings can be large or run the other way; the % refers to the polarisation;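 note: polarization taken with two DNA probes labelled with fluorescein and Texas red; potency is the fitted concentration of half-maximal effect; % of control where 0% means no effect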
#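 His-tagged ERG Ets domain (1 uM in the protein solution; 300mM KCl, 50mM Tris-HCl, 1mM EDTA, 1mM DTT, pH 7.5) received compound, then a probe mix of 5 nM fluorescein-DNA and 100nM Texas-615-DNA. Fluorescence polarization was read for both dyes.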
# RGS4 inhibitor: human RGS4 inhibition; Transcreener GDP fluorescence polarization, RGS4-accelerated GTP hydrolysis; Potency, µM (doses to about 114 µM), inactives show at the top dose activity change, negative = inhibition, most hits filed as inhibitors; hit rate 0.039% among 390,000; note: potency is the fitted concentration of half-maximal effect; % is set by controls: 0 for no effect and ±100 for the full control effect; nearly all actives have a fitted effect of over 75% in size; some results filed as inactive show a strong effect at the top dose
#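 MLSMR compounds (23 nl, pin-transferred) preincubated 10 min at room temperature with a 500nM (2x) first reagent, then RGS4 at 900nM (2x) plus Transcreener GDP mix added; fluorescence polarization (620/688 nm) read before and after 90 min at 30 °C.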
# Anesthetic bind: binds horse apoferritin like a general anesthetic. P02791. apoferritin/1-aminoanthracene competitive binding, fluorescence. Potency, µM (top dose mostly 77.5 µM), for inactives: at the highest dose activity change, negative = displacement, actives largely listed as inhibitors. hit rate 0.074% among 350,000; note: potency is the fitted concentration of half-maximal effect; % is set by controls: 0 for no effect and ±100 for the full control effect; nearly all actives have a fitted effect of over 20% in size
#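 In PBS, apoferritin at 10 uM is loaded with 1-AMA from a 50% saturated solution. After 10 min of compound exposure at ambient temperature, reduced 535 nm fluorescence indicates probe displacement.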
# LDHA inh: blocks human lactate dehydrogenase A; P00338; purified LDHA, NADH/diaphorase-resazurin fluorescence; hits give low values; activity change, % (values are at about 110 or 230 µM); hit rate 0.15% among 480,000; in the data active = activity change below about -30%; inconclusive = mostly about -25% to -30%;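 note: plate controls were DMSO wells for no effect and wells without enzyme for full effect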
#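 Human LDH5 at 2 nM final in Tris HCl pH 7.4 with 0.06 mM NADH and 0.2 mM pyruvate, reacted 5 minutes at room temperature. Remaining NADH coupled via diaphorase/resazurin; resorufin fluorescence read at 0 and 20 minutes, normalized to enzyme-free and DMSO wells.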
# ALOX12 inh: blocks human arachidonate 12S-lipoxygenase; P18054; purified 12hLO, xylenol orange hydroperoxide absorbance; Potency, µM (highest dose often 108 µM), for the others: top-dose activity change, negative = inhibition, usual class: inhibitors; hit rate 1.1% among 580,000; AID 1671190; note: potency is the fitted concentration of half-maximal effect; % is set by controls: 0 for no effect and ±100 for the full control effect
#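 Hydroperoxide product was detected by ferrous iron/xylenol orange as the 573 to 405 nm absorbance ratio. Arachidonic acid at 40 uM (final) was turned over for 30 min at room temperature by 150 nM human 12hLO, pH 7.0 Hepes buffer, after 15 min compound preincubation.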
# APEX1 inh: APE1 (human) endonuclease inhibition; P27695; recombinant APE1, TAMRA/BHQ-2 abasic DNA cleavage fluorescence; Potency, µM (series often up to 65.8 µM), without a hit: top-dose activity change, negative = inhibition, actives largely listed as inhibitors; hit rate 0.35% among 350,000; AID 2517;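 note: potency is the fitted concentration of half-maximal effect; plate controls were vehicle for no effect and reference inhibitor for full effect; nearly all actives have a fitted effect of over 55% in size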
# Target sequence (P27695 whole entry, looked up): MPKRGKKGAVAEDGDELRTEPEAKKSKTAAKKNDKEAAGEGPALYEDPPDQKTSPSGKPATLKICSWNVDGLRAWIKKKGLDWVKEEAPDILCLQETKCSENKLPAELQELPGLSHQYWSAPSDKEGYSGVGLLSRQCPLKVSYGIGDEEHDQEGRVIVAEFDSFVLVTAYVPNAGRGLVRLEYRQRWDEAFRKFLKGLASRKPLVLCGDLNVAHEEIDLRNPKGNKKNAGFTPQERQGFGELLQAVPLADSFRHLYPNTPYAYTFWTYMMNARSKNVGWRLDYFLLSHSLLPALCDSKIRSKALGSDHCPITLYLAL
#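 Substrate: short duplex with […] THF abasic site, 5'-TAMRA and 3'-BHQ-2, 50 nM final. APE1 at 0.75 nM, preincubated 15 min RT with compound. Fluorescence increase from first to third read measured activity.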
# An asterisk follows results filed as active; i = inactive; u = inconclusive; x = not tested or not shown; [ ] = remark or other dose. Unless noted, calls come from the whole dose curve; as a rule, active = well fitted curve in the direction sought with a large enough effect; inconclusive = small, poorly fitted or top-dose-only effect, or another doubt; inactive = no such curve, though single readings can be large; an effect the other way counts as inactive or inconclusive. Some of the compounds tested; rates above refer to the full screens.
SMILES,POLH inh,Pol kappa inh,Pol beta inh,ERG Ets-DNA blk,RGS4 inhibitor,Anesthetic bind,LDHA inh,ALOX12 inh,APEX1 inh
O=C1CCC/C=C/C[C@H](CC(=O)N(CCO)Cc2ccccc2)C(=O)N[C@@H](Cc2ccccc2)CO1,0.6%,2.7%,x,3.8%,-8.9%,x,-8.8,-10.7%,3.5%
O=C(CN1C(=O)NC2(CCCCCC2)C1=O)N1CCCCC1,-10.9%,-2.4%,x,3.0%,7.1%,x,-5.4,u,18.9%
O=C1CC(N2CCOCC2)C(=O)N1CCc1ccccc1 (centres undefined),-7.5%,-9.3%,12.2%,4.5%,0.1%,-8.3%,-7.4,4.0%,0.6%
CC(C)(Oc1ccc(Cl)cc1)C(=O)Nc1cccnc1,-13.8%,-4.0%,23.6%,-0.1%,8.1%,-8.5%,-1.9,0.0%,-1.1%
Cc1cccc(OCc2nc(C#N)c(N3CC(C)CC(C)C3)o2)c1 (centres undefined),-23.3%,-6.2%,0.5%,-9.9%,1.3%,47.9%[activator],-1.4,359.8%[activator],-5.8%
COc1ccc(/C=C2/CCc3ccccc3C2=O)cc1OC,-24.1%,-14.2%,0.5%,-4.5%,-12.2%,-10.3%,0.4,-18.9%,-0.2%
CCCc1nn(C)c(C(N)=O)c1[N+](=O)[O-],-9.9%,-8.3%,17.3%,-0.6%,-18.0%,-2.7%,-10.4,-7.3%,0.5%
CN(C)NC(=S)Nc1ccc(S(=O)(=O)N2CCCCC2)cc1,-6.5%,-5.6%,-1.2%,-2.9%,-13.0%,-10.0%,-10.3,14.9%,2.6%
C[C@@H](C(=O)Nc1cccnc1)n1c(=O)[nH]c2ccccc2c1=O,-4.5%,-4.7%,2.6%,-10.0%,2.8%,-0.7%,-6.9,0.5%,17.7%
COCCCNCCOCCOc1c(OC)cccc1OC,-6.3%,-5.7%,18.0%,3.5%,18.0%,-11.3%,-8.5,x,0.8%
Cc1cc(NC(=O)c2ccccc2F)ncc1NC(=O)c1cccs1,-7.1%,-6.3%,u,-7.1%,u,-7.7%,0.9,-6.3%,-3.6%
COc1cccc(N2CCN(C(=O)c3cccn3-c3nnc(N4CCCCC4)s3)CC2)c1,-2.0%,-11.0%,-23.4%,-2.4%,0.9%,3.3%,4.1,-25.4%,x
CCOc1cc(/C=N/Nc2nc(Nc3ccccc3)nc(N3CCCCC3)n2)ccc1OCC(=O)O,-7.6%,-8.0%,-1.6%,6.8%,21.8%,-7.7%,-3.3,1.0%,0.2%
CC1CC(C)CN(C(=O)Cn2c(=O)n(CCCC(=O)NCc3ccco3)c(=O)c3sccc32)C1 (centres undefined),10.6%,3.5%,4.5%,2.1%,30.0%,-4.0%,-8.6,-5.9%,13.4%
O=C(COc1ccc(Cl)cc1)OCC(=O)c1ccc[nH]1,-3.7%,-13.7%,x,-28.5%,22.5%,x,-4.5,184.2%[activator],-26.5%
CC(=O)Nc1ccc(C(=O)NCC2(N3CCCCC3)CCCCC2)cc1,-14.7%,-33.8%,45.0%,-17.6%,-48.6%,-10.3%,-3.1,-23.4%,-2.5%
O=C(NCCOc1ccccc1)c1cc(C(=O)NCCOc2ccccc2)cc([N+](=O)[O-])c1,-9.9%,-12.3%,-0.1%,x,1.3%,-4.0%,-45.3*,-12.0%,2.0%
Cc1c(NC(=O)COC(=O)C2=COCCO2)cccc1[N+](=O)[O-],-7.1%,7.5%,x,5.0%,-16.3%,x,-4.6,2.6%,31.7%[activator]
Cc1nc(CNS(=O)(=O)c2cccc(F)c2)cs1,5.0%,-4.8%,34.5%,0.1%,1.9%,-13.3%,-11.4,-4.2%,-1.7%
COc1cc(CCNC(=O)c2ccccc2NC(=O)C2=C(C)OCCS2)cc(OC)c1OC,-17.2%,-18.8%,2.1%,3.2%,3.3%,-14.8%,-2.9,-2.0%,4.8%
Cc1cc(N2CCOCC2)c2c(N)c(C)cc(C)c2n1,-12.0%,-8.5%,12.5%,8.0%,-23.3%,-15.4%,-0.8,0.0%,-4.6%
O=C(NCC1CCCO1)c1ccccc1-c1nc(-c2ccccc2Cl)no1 (centres undefined),-19.7%,-12.3%,-3.8%,9.2%,18.5%,-3.1%,-6.3,5.8%,1.8%
CC1=C(C(=O)NC2CCCc3c2cnn3-c2ccc(F)cc2F)OCCO1 (centres undefined),-2.7%,-3.4%,18.5%,-2.1%,36.9%,2.6%,-3.0,2.0%,8.0%
N#Cc1c(C(F)(F)F)cc(-c2cccs2)nc1SCC(=O)Nc1ccc(F)cc1,-12.9%,-0.5%,33.0%,-4.5%,-4.5%,8.6%,-7.6,0.0%,x
N#Cc1sc2nc(-c3ccccc3)cc(-c3ccco3)c2c1N,8.91µM*,50.1µM*,39.8µM*,21.9%,-119.7%,4.6%,23.8,u,u
COc1cc(OC)c(S(=O)(=O)Nc2ccccc2NC(=O)CN2CCOCC2)cc1NC(C)=O,-7.8%,-1.5%,14.0%,-7.8%,2.1%,-1.6%,-13.1,i,2.5%
Cc1cccc(N2CC(C(=O)Nc3ccc(S(=O)(=O)N4CCOCC4)cc3)CC2=O)c1 (centres undefined),-12.4%,8.4%,1.3%,-11.1%,-2.7%,-6.4%,0.1,-4.6%,1.6%
O=C(CNC(=O)c1ccc(F)cc1)N/N=C/c1cc(Br)ccc1OCc1ccccc1,-20.5%,-8.7%,8.1%,-7.6%,-6.0%,-23.5%,-0.3,2.4%,-1.0%
CCCCC(=O)N/N=C/c1ccc(-c2ccc([N+](=O)[O-])cc2)o1,-1.9%,-15.9%,-17.2%,5.9%,9.1%,u,-14.2,-10.3%,0.6%
O=C(NC1CC2CCCC(C1)N2C(=O)Nc1ccccc1F)C1CC1 (centres undefined),-1.7%,2.2%,35.7%,10.4%,-6.1%,-2.8%,0.3,-16.7%,25.9%
Cc1cccc(OCC(O)CN2CCN(S(=O)(=O)c3ccc(C)cc3C)CC2)c1 (centres undefined),-16.9%,-1.3%,5.9%,22.6%,-8.9%,-8.1%,-2.7,u,-17.1%
CCCNC(=O)Cn1c(=O)/c(=C/c2ccc(-c3cccc([N+](=O)[O-])c3)o2)s/c1=C\C(=O)C(C)(C)C,-0.1%,-3.5%,x,-0.7%,3.2%,x,-7.4,-16.3%,x
COc1ccc(-c2nn(-c3ccccc3)cc2/C=C/C(=O)N2CCN(c3ccccn3)CC2)cc1,-3.7%,-13.3%,-1.0%,-0.4%,22.3%,-19.5%,-3.5,-18.8%,-5.0%
CCC1C(C#N)=C(SCC(N)=O)NC2=C1C(=O)CC(C)(C)C2 (centres undefined),-19.6%,-3.7%,-22.6%,-5.6%,u,9.0%,-1.6,84.7%[activator],1.4%
Fc1ccc(-c2ccc(NCCN3CCOCC3)nn2)cc1,-6.7%,-2.3%,6.1%,-0.7%,-9.6%,-1.6%,-0.5,12.2%,50.5%[activator]
COc1ccc(C(=O)Nc2ccc(-n3nncc3C(C)(C)C)cc2)cc1,-6.0%,-9.0%,19.5%,1.4%,-28.2%,u,-8.2,19.1%,5.2%
CS(=O)(=O)Nc1ccc(C2=NN(C(=O)c3ccco3)C(c3ccccc3F)C2)cc1 (centres undefined),0.1%,-7.6%,u,10.6%,0.0%,-12.4%,6.5,-21.6%,-1.8%
Cc1cccc(NC(=O)NCC2CCN(c3ccc(S(=O)(=O)N4CCOCC4)cc3)CC2)c1,-22.7%,0.8%,5.5%,8.2%,5.7%,2.9%,-3.4,1.5%,12.3%
O=S(=O)(NCC1COc2ccccc2O1)c1ccc2ccccc2c1 (centres undefined),-16.4%,-21.7%,-1.9%,-10.0%,-6.8%,-4.9%,-0.5,1.7%,7.2%
CC1CC(C)CN(S(=O)(=O)c2cc(C(=O)O)c(Cl)s2)C1 (centres undefined),-12.0%,-6.5%,0.8%,-17.9%,-19.6%,-1.2%,-6.0,8.6%,-0.3%
COc1ccc(OC)c(Cc2nnc(CCC(=O)N3CCN(C4CCCC4)CC3)o2)c1,-4.5%,-2.7%,7.6%,6.1%,3.6%,-6.6%,-4.3,0.0%,-5.6%
O=C(COc1ccc(Cl)cc1)Nc1cc(NC(=O)COc2ccc(Cl)cc2)cc(C(=O)O)c1,-32.9%,-14.3%,7.2%,2.9%,-7.9%,-13.5%,-2.4,0.0%,17.9%

# High-throughput results: PubChem BioAssay, National Center for Advancing Translational Sciences (NCATS)
